Bioassay records as filed in PubChem BioAssay.
MgcRacGAP inhibition = MgcRacGAP GTPase-activating activity inhibitors, confirmation, biochemical, ADP Hunter fluorescence; MgcRacGAP-stimulated Rac1 GTP hydrolysis, ADP Hunter fluorescence; higher % means a stronger effect; GST-tagged Rac1 F28L mutant substrate; inhibition, % at 30 µM; hits with a dose series show IC50 in µM; hit rate 0.6% among 340,000; AID 624330;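 active means first-screen hits whose inhibition reached a set limit at any dose in the follow-up dose series; inconclusive means inhibition above the set first-screen limit but never retested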;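 further: fluorescence reports GDP produced by GAP-driven GTP hydrolysis; strong numbers were not always called active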
AID2073 = inhibitors of Mint1-CaV2.2 protein interaction, biochemical, HTRF (AID 2073); HTRF protein-protein interaction, Mint1-CaV2.2; higher % means a stronger effect; inhibition, % at 20 µM, or IC50 in µM where a hit was titrated; hit rate 0.19% among 290,000; in the data active means inhibition mostly above about 51%, no sharp cut-off; inconclusive means no clear call, values can overlap the other calls; inactive means mostly below about 53%; further: some results filed as inactive read as strong as hits
Dengue-2 NS5 capping = flavivirus cap methylation enzyme inhibition – biochemical, confirmation dose response, primary screen (AID 588689); inhibition, % at 25 µM, or IC50 in µM where a hit was titrated; hit rate 0.3% among 340,000; Dengue-2 NS5 methyltransferase capping enzyme assay, biochemical; higher % means a stronger effect; in the data active means a potency from the dose series; inconclusive means inhibition above about 29% without an active follow-up result
SV40 large T antigen = SV40 large T antigen inhibitors, biochemical (AID 1903); SV40 large T antigen ATPase/helicase inhibition assay; higher % means a stronger effect; inhibition, % at 20 µM, or IC50 in µM where a hit was titrated; hit rate 0.39% among 310,000; in the data active means a potency from the dose series; inconclusive means inhibition mostly from about 32% at the one dose, without a potency; inactive means the rest, 99 in 100 with inhibition below about 32%; further: strong numbers were not always called active
GPR55 beta-arrestin = selective activators of receptor GPR55 – imaging, U2OS cells, beta-arrestin-GFP redistribution, primary screen (AID 1961) | one-dose activation, % at 10 µM; EC50 in µM for titrated hits | hit rate 0.048% among 290,000 | U2OS GPR55 beta-arrestin-GFP redistribution imaging; higher % means a stronger effect;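 active means activation above 40% with more than 50 cells counted in the well; inconclusive means wells holding fewer than 50 cells, flagged as toxic or sparse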;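 further: U2OS osteosarcoma cells stably expressing GPR55 and beta-arrestin-GFP; plate controls were DMSO negative control for no effect and LPI positive control for full effect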
Yfh1-depleted yeast = mitochondrial function rescue without frataxin homolog – Friedreich's ataxia, plus single-dose screen, dose response (AID 1465). S. cerevisiae Yfh1-off respiration, WST-1 reduction, 72 h; higher fold induction means a stronger effect. one-dose fold induction at 50 µM; EC50 in µM for titrated hits. hit rate 0.074% among 220,000;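 active means fold induction of absorbance versus untreated yeast above a set limit, then at least 30% activation at any dose in follow-up; inconclusive means repeats straddling the limit, or above it without dose testing; inactive means fold induction below the set limit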;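 further: activators that raise dye reduction in frataxin-depleted yeast; strong numbers were not always called active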
GPR55 LPI antagonism = GPR55 antagonists blocking LPI-driven arrestin recruitment, primary screen, imaging, U2OS, beta-arrestin-GFP, LPI agonist (AID 2013). U2OS GPR55 beta-arrestin-GFP translocation imaging, LPI antagonism; higher % means a stronger effect. inhibition, % at 10 µM, or IC50 in µM where a hit was titrated. hit rate 0.13% among 290,000;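 active means spots per cell inhibited over 60%, with over 100 cells counted and total cytoplasm intensity under 500,000; inconclusive means wells with under 100 cells, flagged as likely toxic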;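 further: U2OS cells stably carrying GPR55 and arrestin-GFP stimulated by 5 µM LPI near EC80; imaged beta-arrestin-GFP aggregate spots per cell after agonist stimulation; plate controls were LPI-stimulated DMSO wells for no effect and DMSO wells without LPI for full effect; some results filed as inactive read as strong as hits; confirmed hits need IC50 under 10 µM and bright autofluorescent wells are also inconclusive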
NTR1 agonist = NTR1-driven beta-arrestin-GFP spot formation – imaging, U2OS cells, high content, primary screen (AID 493036) | P30989 | hit rate 0.17% among 330,000 | activation, % at 20 µM | agonist mode;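 active means activation at or above 40% of the spot to cytoplasm intensity ratio, with at least 20 cells analyzed; inconclusive means wells under 20 cells, flagged as cytotoxic or low count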;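 further: 0% = DMSO without peptide and 100% = 100 nM NTR1 peptide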
Target sequence (P30989 whole entry, looked up): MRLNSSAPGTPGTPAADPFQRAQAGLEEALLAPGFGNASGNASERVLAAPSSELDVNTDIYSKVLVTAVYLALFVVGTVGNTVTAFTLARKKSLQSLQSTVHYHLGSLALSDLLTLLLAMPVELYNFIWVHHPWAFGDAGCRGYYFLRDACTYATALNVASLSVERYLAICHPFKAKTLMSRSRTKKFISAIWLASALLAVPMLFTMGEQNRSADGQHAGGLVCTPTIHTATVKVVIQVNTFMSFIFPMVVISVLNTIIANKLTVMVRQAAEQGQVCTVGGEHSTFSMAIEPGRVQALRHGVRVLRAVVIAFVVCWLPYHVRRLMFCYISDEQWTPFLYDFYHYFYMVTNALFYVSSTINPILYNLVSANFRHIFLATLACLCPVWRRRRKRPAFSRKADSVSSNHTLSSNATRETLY
GPR35 arrestin U2OS = GPR35 antagonists blocking zaprinast-driven arrestin recruitment, primary screen, imaging, U2OS, beta-arrestin-GFP, zaprinast agonist (AID 2058); hit rate 0.052% among 290,000; U2OS GPR35 beta-arrestin-GFP translocation imaging, zaprinast antagonism; higher % means a stronger effect; inhibition, % at 10 µM, or IC50 in µM where a hit was titrated;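 active means inhibition of at least 50% with at least 30 cells and total cytoplasm GFP at most 10,000,000; inconclusive means under 30 cells or total GFP of 10,000,000 plus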
NTR1 agonist cell count 20 µM = also measured in NTR1 agonist; calls as there; cell count; measured here: cell count, cytotoxicity flag
Dengue-2 NS5 capping pilot replicate = also measured in Dengue-2 NS5 capping; calls as there; inhibition, %; measured here: pilot screen replicate inhibition
Active calls of the source: *; i = inactive; u = inconclusive; x = no result given.

SMILES | MgcRacGAP inhibition | AID2073 | Dengue-2 NS5 capping | SV40 large T antigen | GPR55 beta-arrestin | Yfh1-depleted yeast | GPR55 LPI antagonism | NTR1 agonist | NTR1 agonist cell count 20 µM | GPR35 arrestin U2OS | others
CC(C)(/C=N/O)/[N+]([O-])=C/c1ccccc1C(F)(F)F | -3% | -2% | -4% | 13% | -0.1% | x | 0% | 1.0 | 27 | 22%
O=C1NCC(c2ccccc2)C1C(=O)N/N=C\c1ccc(-c2ccc(Cl)c(Cl)c2)o1 (stereo unspecified) | 11% | 0% | -3% | 4% | -0.1% | u | 18% | 11 | 56 | 1%
N=c1sccn1CC(=O)Nc1ccc([N+](=O)[O-])cc1Cl | 15% | 4% | -14% | 4% | 0.0% | i | -1% | 0.0 | 70 | -9%
COc1cc2c(c(OCC(=O)NC(C)C)c1)C(=O)O[C@@H](C)CCCC(=O)CCCCC2 | 6% | 4% | 11% | 19% | -0.2% | x | -10% | -1.9 | 60 | -11%
CCc1ccc2nc(N)sc2c1 | 6% | -11% | -6% | 9% | 0.5% | i | 17% | 2.1 | 41 | 9%
C=C(C)CSc1nnc(-c2ccccc2)n1N | -18% | -19% | 1% | 14% | 0.2% | x | -5% | 1.6 | 66 | -7%
O=C1c2ccccc2C(O)N1Cc1ccc2c(c1)OCO2 (stereo unspecified) | 11% | -4% | -1% | 12% | -0.1% | i | 0% | 8.0 | 50 | -6%
Cc1ccc(Cl)cc1NC(=O)Nn1cnnc1 | 6% | 15% | 0% | 11% | -0.1% | x | 8% | 1.5 | 70 | 4%
O=C(O)c1nn(CC(=O)N(C2CCCCC2)C2CCCCC2)c(=O)c2ccccc12 | 2% | 9% | -9% | 3% | 0.1% | i | 5% | 12 | 46 | -8%
Cc1ccc2nc(NC(=O)c3ccc(OCC4CCCO4)cc3)sc2c1 (stereo unspecified) | 11% | 33% | -2% | -3% | 0.1% | i | 0% | 14 | 78 | 11%
COC(=O)c1cc(=O)n2c(sc3ccccc32)c1C#N | 5% | 0% | -7% | 3% | -0.2% | i | 5% | 3.5 | 47 | 6%
CCOc1ccc(NC(=O)C(=O)N/N=C/c2ccccc2F)cc1 | 9% | 35% | 5% | 18% | -0.4% | i | 0% | 0.7 | 38 | 5%
CC1CC(C)(C)Nc2ccc(N=O)cc21 (stereo unspecified) | 8% | 19% | -2% | 5% | -0.3% | i | 11% | x | x | 17%
O=C(c1ccccc1F)N1CCN(Cc2cccc(Cl)c2)CC1 | 30% | -8% | 4% | -2% | -0.3% | i | 12% | -0.7 | 85 | -19%
COC(=O)c1ccc(NC(=O)CSc2nnc(Cc3cccn3C)n2-c2ccc(F)cc2)cc1 | 1% | -2% | -9% | 1% | 0.5% | i | 12% | -0.7 | 64 | -16%
C#CCCOC(=O)N1C2=NC(C(=O)OC)=C(C(=O)OC)[C@@H]3N(CC=C)c4ccccc4[C@]23C[C@H]1C(=O)OC | 8% | -5% | -2% | -1% | -0.2% | i | -2% | 2.0 | 62 | -11%
O=C(CCc1ccccc1)N1CCCC1 | -2% | 8% | -5% | 6% | -0.1% | x | 2% | 0.8 | 49 | -2%
O=C(COC(=O)c1cc2ccccc2cc1O)NC(=O)NCc1ccco1 | 2% | 26% | 13% | 7% | -0.4% | i | 20% | 2.5 | 48 | -4%
CCOC(=O)C1CCN(Cc2cnc(Oc3ccc(N)cc3)s2)CC1 | -7% | 1% | 16% | 3% | -0.4% | i | 1% | -1.1 | 65 | 19% | Dengue-2 NS5 capping pilot replicate=4.9
CC(=O)c1c(OC(=O)c2ccccc2Br)ccc2c(C)cc(=O)oc12 | 7% | -3% | -3% | 10% | -0.4% | i | 9% | 3.0 | 53 | 3%

The closing 2 compounds of the section above are carried over, then new ones follow:
SMILES | MgcRacGAP inhibition | AID2073 | Dengue-2 NS5 capping | SV40 large T antigen | GPR55 beta-arrestin | Yfh1-depleted yeast | GPR55 LPI antagonism | NTR1 agonist | NTR1 agonist cell count 20 µM | GPR35 arrestin U2OS | others
CCOC(=O)C1CCN(Cc2cnc(Oc3ccc(N)cc3)s2)CC1 | -7% | 1% | 16% | 3% | -0.4% | i | 1% | -1.1 | 65 | 19% | Dengue-2 NS5 capping pilot replicate=4.9
CC(=O)c1c(OC(=O)c2ccccc2Br)ccc2c(C)cc(=O)oc12 | 7% | -3% | -3% | 10% | -0.4% | i | 9% | 3.0 | 53 | 3%
O=C(CSc1nnc(CNC(=O)c2cccc(C(F)(F)F)c2)o1)NC1CCCCC1 | 5% | 14% | 3% | 12% | -0.1% | x | 8% | 3.0 | 49 | -13%
COc1ccc(-c2nnn(CC(=O)N(CC3CCCO3)C(C(=O)NC(C)(C)C)c3ccco3)n2)cc1OC (stereo unspecified) | 9% | 8% | 5% | 2% | -0.3% | i | 8% | 0.8 | 38 | 3%
COc1ccc(C(CNC(=O)COc2ccc(F)cc2Br)N2CCCC2)cc1 (stereo unspecified) | -2% | -6% | -2% | 6% | 0.2% | i | -12% | 0.4 | 53 | 6%
Oc1ccc(/C=N/N=C/c2ccc(O)cc2)cc1 | 78µM* | 7% | 0% | 27% | -0.1% | i | -10% | 1.9 | 56 | 2%
COc1ccc(CNC(=O)c2ccc(-c3ccccc3)cc2)cc1 | 13% | 2% | 3% | 3% | 0.9% | i | 11% | 1.7 | 47 | -4%
CC(C)CCn1cnc2c1c(=O)n(CC(=O)NC(N)=O)c(=O)n2Cc1ccccc1 | 3% | 19% | -4% | 8% | -0.2% | x | -22% | -1.3 | 50 | -9%
Cc1c(OCC(=O)N[C@@H](Cc2c[nH]c3ccccc23)C(=O)O)ccc2c1oc(=O)c1ccccc12 | 5% | 15% | -1% | 14% | -0.1% | x | 4% | -1.2 | 86 | -22%
COCCCN(C(=S)NC(=O)C12CC3CC(CC(C3)C1)C2)c1c(N)n(Cc2ccccc2)c(=O)[nH]c1=O | 1% | -14% | 7% | 8% | -0.1% | i | 0% | 2.0 | 41 | -22%
CC(=O)Nc1ccc(NC(=O)CNC(=O)c2cccc(C)c2)cc1 | 12% | -6% | 1% | 3% | -0.2% | x | 16% | -1.2 | 41 | -18%
COC(=O)Cc1cc(=O)[nH]c(/N=C(\N)Nc2ccc(C)cc2)n1 | 4% | 2% | -4% | 14% | -0.1% | i | 7% | 2.7 | 36 | 5%
CN(Cc1ccc(F)cc1)C(=O)c1ccc2c(c1)NC(=O)CS2 | 8% | -7% | -5% | 2% | -0.1% | i | 11% | -0.9 | 41 | -8%
Cc1ccc(S(=O)(=O)C(C#N)c2nc3ccccc3nc2OC(C)C)cc1 (stereo unspecified) | 6% | 4% | 14% | 15% | 0.3% | i | -4% | 5.1 | 47 | 2%
COC(=O)C(O)(CC(=O)Nc1ccc(Cl)cc1Cl)C(F)(F)F (stereo unspecified) | -2% | 13% | 1% | 5% | -0.5% | i | 0% | -0.5 | 61 | 9%
CN(C)C1CCN(C(=O)c2cccc(OC3CCN(S(=O)(=O)N(C)C)CC3)c2)C1 (stereo unspecified) | 3% | 3% | 1% | 2% | -0.1% | x | 0% | -1.0 | 53 | -1%
CC(=O)N1CCN(S(=O)(=O)c2cccc(C(=O)Nc3ccccc3N3CCOCC3)c2)CC1 | 8% | 2% | 9% | 9% | -0.6% | i | -13% | -0.8 | 36 | 12%
NC1=NC(=O)C(CC(=O)Nc2ccc3c(c2)OCO3)S1 (stereo unspecified) | -22% | 15% | 6% | 1% | -0.1% | i | 0% | -0.3 | 76 | 5%
Cn1c(=O)oc2cc(S(=O)(=O)N3CCCC3)ccc21 | 2% | -8% | -3% | 5% | 0.2% | i | 6% | -0.5 | 70 | -13%
O=C(COc1ccccc1)NCCc1nc2ccccc2[nH]1 | 0% | 0% | 5% | 16% | -0.1% | i | -14% | -1.2 | 95 | -7%
O=C(Cc1ccccc1Cl)N1CCN(c2ccccn2)CC1 | 8% | 1% | 2% | 4% | 0.2% | i | 8% | 0.2 | 56 | -4%
CC(O)(C#CCN1CCCC1)c1ccccc1 (stereo unspecified) | 9% | 16% | 2% | 11% | -0.2% | i | -6% | 1.1 | 54 | 0%
O=C(CNC(=O)c1ccc(Br)cc1)OCC(=O)c1ccccc1 | 4% | 6% | -8% | 12% | -0.1% | x | -2% | -0.9 | 46 | -11%
CC(C)C[C@@]12C(=O)N(c3cccc(Br)c3)C(=O)N1[C@H](c1ccc(Cl)cc1)[C@@H]1C(=O)N(C3CCCCC3)C(=O)[C@@H]12 | -4% | x | 0% | 0% | x | x | x | -0.9 | 88 | x
O=C(CCN1C(=O)c2ccccc2C1=O)Nc1ccc(-c2nc3ccccc3o2)cc1 | 8% | -7% | 1% | 6% | -0.2% | x | 3% | 1.9 | 35 | 0%
O=C(Nc1cccc(-c2nc3ccccc3s2)c1)c1ccc2c(c1)OCO2 | -2% | 34% | -4% | 2% | 0.0% | i | 4% | 6.1 | 66 | -13%
CC(C)c1nc(SCC(=O)NCC2CCCO2)c2c(=O)n(C)c(=O)n(C)c2n1 (stereo unspecified) | 2% | -1% | 4% | 10% | 0.3% | x | 10% | 0.4 | 48 | 4%
O=C1[C@@H]2[C@@H]3C[C@@H]([C@H]4ON=C(c5ccc(Cl)cc5)[C@@H]34)[C@@H]2C(=O)N1c1ccc2c(c1)OCO2 | 7% | 1% | -4% | 5% | 0.2% | i | 18% | -0.9 | 44 | -7%
Cc1sc2nc(CN3CCOCC3)[nH]c(=O)c2c1-c1ccccc1 | 9% | -2% | -2% | 24% | -0.1% | i | 4% | -1.8 | 67 | 8%
CCc1nc2ccccc2c(=O)n1NC(=O)c1c(O)c2ccccc2[nH]c1=O | 5% | 3% | -7% | 0% | -0.1% | i | -22% | -0.8 | 71 | -4%
Cn1cccc1C(=O)NC(=O)COC(=O)CNC(=O)CNC(=O)c1ccc(Cl)cc1Cl | -4% | 37% | 2% | 1% | -0.4% | i | 2% | 0.3 | 41 | -11%
Cc1cc(C(F)(F)F)c(C#N)c(SCC(=O)NC2CC2)n1 | -1% | 4% | -6% | 11% | 0.3% | i | 10% | -1.6 | 57 | 12%
CN(CC(=O)Nc1cccc(F)c1)C(=O)c1cc([N+](=O)[O-])ccc1N1CCCCC1 | 2% | x | -4% | 12% | x | x | x | -0.3 | 48 | x
Cc1ccc(C)c(S(=O)(=O)NCc2ccc(C(=O)N3CCCCC3C)cc2)c1 (stereo unspecified) | 8% | -6% | -1% | 9% | -0.1% | i | 5% | 3.7 | 72 | 1%
